# Nrf2 ARE act = qHTS of Nrf2 Activators; AREc32 ARE-luciferase reporter (MCF7-derived line), luminescence, 24 h; Potency, µM (titrated, usually from 46.1 µM), for the others: top-dose activation, actives largely listed as activators; 410,000 compounds, 0.31% hits; note: potency is the fitted concentration of half-maximal effect; % of control where 0% means no effect; nearly all actives have a fitted effect of over 65% in size
#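 ARE-driven firefly luciferase activity in AREc32 cells measured after a 24 hr compound exposure at 37 deg C, using Steady-Glo reagent and a 30 min room-temperature hold.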
# IL2 activator = qHTS of IL-2 Activators; IL-2 activation reporter assay, cell-based qHTS; stimulated with anti-CD3/CD4/CD28 beads; in transgenic mouse T cells; activation, % (series mostly up to about 46 µM); 360,000 compounds, 0.065% hits; in the data active = activation above about 50%; inconclusive = mostly about 30% to 49%; note: 0% is about no effect
#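 Unstimulated transgenic mouse T cells, 750 per well, received compound and, after 60 minutes, anti-CD3/anti-CD4 bead plus anti-CD28 stimulation. EGFP and DsRed were quantified after 18 hours.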
# EPAC2 agonist = qHTS for Agonist of cAMP-regulated guanine nucleotide exchange factor 4 (EPAC2): primary screen; EPAC2 activation, biochemical qHTS; response scale: 100% = 6.5 mM cAMP response; 360,000 compounds, 0.079% hits; AID 720711, 2013; Potency, µM (series often up to 154 µM), for the others: top-dose activation, hits mostly activators; note: potency is the fitted concentration of half-maximal effect; nearly all actives have a fitted effect of over 50% in size
# Target sequence (Q8WZA2 whole entry, looked up): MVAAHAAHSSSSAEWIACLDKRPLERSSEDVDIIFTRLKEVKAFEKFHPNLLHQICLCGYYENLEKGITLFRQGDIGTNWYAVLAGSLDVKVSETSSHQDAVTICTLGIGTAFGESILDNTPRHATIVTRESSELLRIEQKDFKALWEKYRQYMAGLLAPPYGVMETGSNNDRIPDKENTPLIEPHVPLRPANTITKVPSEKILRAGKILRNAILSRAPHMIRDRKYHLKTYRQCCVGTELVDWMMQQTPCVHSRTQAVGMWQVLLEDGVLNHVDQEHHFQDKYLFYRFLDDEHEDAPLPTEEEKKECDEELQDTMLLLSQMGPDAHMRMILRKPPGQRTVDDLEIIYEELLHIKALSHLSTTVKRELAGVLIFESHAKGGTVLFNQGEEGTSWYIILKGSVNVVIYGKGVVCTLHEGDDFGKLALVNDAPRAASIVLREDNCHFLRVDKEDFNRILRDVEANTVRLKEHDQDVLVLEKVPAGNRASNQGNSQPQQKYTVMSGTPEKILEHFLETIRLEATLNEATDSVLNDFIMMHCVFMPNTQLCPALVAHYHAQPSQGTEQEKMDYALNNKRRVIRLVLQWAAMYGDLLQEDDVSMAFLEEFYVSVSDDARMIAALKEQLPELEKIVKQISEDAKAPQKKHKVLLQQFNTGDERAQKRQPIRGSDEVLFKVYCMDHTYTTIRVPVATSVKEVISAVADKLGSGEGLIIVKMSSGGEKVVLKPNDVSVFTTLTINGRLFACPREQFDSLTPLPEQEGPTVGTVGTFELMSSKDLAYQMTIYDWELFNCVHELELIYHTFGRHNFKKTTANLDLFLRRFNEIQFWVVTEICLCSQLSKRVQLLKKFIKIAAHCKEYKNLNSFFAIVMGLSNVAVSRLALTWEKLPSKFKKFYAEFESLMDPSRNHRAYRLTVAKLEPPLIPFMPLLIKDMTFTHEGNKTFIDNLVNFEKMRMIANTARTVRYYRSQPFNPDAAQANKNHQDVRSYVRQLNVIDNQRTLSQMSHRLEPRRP
#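 In this primary screen, activation is scored as increased exchange of BODIPY-GDP from Rap1B by 100 nM EPAC2, with 50 uM GDP as competitor. Signal is normalized to the 6.5 mM cAMP agonist control.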
# TGFb inhibitor = qHTS for Inhibitors of TGF-b. HepG2 CAGA-GFP TGF-b/SMAD3 reporter, GFP fluorescence, 18 h; TGF-beta stimulated, 500 pg/mL final. Potency, µM (top dose mostly 46.1 µM), inactives show top-dose activity, negative = inhibition, hits mostly inhibitors. 410,000 compounds, 1.2% hits; note: potency is the fitted concentration of half-maximal effect; % is set by controls: 0 for no effect and ±100 for the full control effect; nearly all actives have a fitted effect of over 65% in size
#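 Inhibition was scored as loss of TGF-beta-induced (500 pg/mL final, 18 hours, 37 degrees C) GFP in HEPG2 cells carrying a CAGA-GFP reporter, in DMEM with 1% FBS. Well GFP was summed per cell; Activity was normalised to unstimulated and stimulated DMSO wells, then concentration-response fitting.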
# HepG2 tox = qHTS for Inhibitors of TGF-b: Cytotox Counterscreen; HepG2 CAGA-GFP viability, ATP luminescence, 18 h; Potency, µM (series often up to 46.1 µM), for the others: at the top dose activity change, negative = cytotoxicity, most hits filed as cytotoxic; 410,000 compounds, 0.76% hits; note: potency is the fitted concentration of half-maximal effect; some results filed as inactive show a strong effect at the top dose
#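 HepG2 CAGA-GFP cells (1000/well, DMEM with 1% FBS) received compound, then TGF-beta at 500 pg/mL final, and were incubated 18 hours at 37 degrees C. Viability was read by CellTiter-Glo luminescence. Media-only wells were set as complete cell-killing and DMSO as no toxicity.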
# Nrf2 block = Nrf2 qHTS screen for inhibitors | A549 ARE-Fluc reporter, luciferase luminescence, 18-24 h | Potency, µM (series often up to 46 µM), for the others: at the highest dose activity change, negative = inhibition, hits mostly inhibitors | 360,000 compounds, 2.1% hits | AID 504444, 2011; note: potency is the fitted concentration of half-maximal effect; % is set by controls: 0 for no effect and ±100 for the full control effect; nearly all actives have a fitted effect of over 60% in size
#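 Concentration-response testing used A549 ARE_Fluc cells at 5000 cells/well. Following an 18-24 h compound incubation, viability was read by fluorescence (Ex 405/Em 525) and luciferase output by luminescence.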
# ATXN2 expr inh = Primary qHTS for Inhibitors of ATXN expression; Potency, µM (titrated, usually from 57 µM), for inactives: at the top dose activity change, negative = inhibition, usual class: inhibitors; 360,000 compounds, 0.72% hits; AID 1745845, 2022; HEK-293 ATXN2-luciferase reporter, luminescence, 24 h; note: potency is the fitted concentration of half-maximal effect; % is set by controls: 0 for no effect and ±100 for the full control effect; nearly all actives have a fitted effect of over 55% in size
#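 qHTS (up to 57 uM final) was run with 24 h compound exposure of reporter cells at 37 °C. Each well was multiplexed: SteadyGlo luminescence measured ATXN2-luciferase expression after a fluorogenic Gly-Phe-AFC viability readout (25 uM final).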
# A549 viability = Nrf2 qHTS screen for inhibitors: counterscreen for cytotoxicity; Potency, µM (titrated, usually from 46 µM), without a hit: top-dose activity change, negative = cytotoxicity, actives largely listed as inhibitors; A549 ARE-Fluc cells, CellTiter-Fluor viability, 18-24 h; 390,000 compounds, 0.16% hits; note: potency is the fitted concentration of half-maximal effect; % is set by controls: 0 for no effect and ±100 for the full control effect
#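 A549 ARE_Fluc cells in 5% FBS OPTI-MEM were exposed to compounds in concentration-response for 18-24 h at 37 deg C. Viability was read by CellTiter-Fluor fluorescence (Ex 405/Em 525) after 30 min, before the luciferase read.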
# S2 tox = Viability Counterscreen for Primary qHTS for Inhibitors of ATXN expression | AID 651635, 2014 | 400,000 compounds, 0.49% hits | S2 cells (HEK-293 line with an ATXN2-luciferase reporter) viability, CellTiter-Fluor protease fluorescence, 24 h | Potency, µM (series often up to 56.7 µM), usual class: cytotoxic; note: potency is the fitted concentration of half-maximal effect; nearly all actives have a fitted effect of over 40% in size
# The depositor's hits bear a star; i = inactive; u = inconclusive; x = not tested or not shown; & = joins results of further samples; [ ] = remark or other dose. Unless noted, calls come from the whole dose curve; as a rule, active = well fitted curve in the direction sought with a large enough effect; inconclusive = small, poorly fitted or top-dose-only effect, or another doubt; inactive = no such curve, though single readings can be large; an effect the other way counts as inactive or inconclusive.
1) COc1ccccc1N1CCN(C(=O)CCNS(=O)(=O)c2ccc(Br)s2)CC1
2) CC(=O)NC(Cc1cnc[nH]1)C(=O)O (stereo not drawn)
3) Fc1ccc(Oc2nccc(-c3ccc(Cl)cc3)n2)cc1
4) COc1ccc(S(=O)(=O)N(C)c2ccc(C(=O)Nc3ccccc3C(=O)N3CCOCC3)cc2)cc1OC
5) COc1ccc(-c2[nH]ncc2CN2CCC(OCc3cccnc3)CC2)c(F)c1
screen / no.,1,2,3,4,5
Nrf2 ARE act,-0.7%,-0.8%,-1.1%,-0.1%,0.4%
IL2 activator,-0.3,-2.3,-0.1,-5.6,-0.8
EPAC2 agonist,-5%,12%,10%,19%,8%
TGFb inhibitor,u,-6%,u,-7%,-5%
HepG2 tox,-6%,-6%,-19%,-28%,-5%
Nrf2 block,x,-13%,x,4%,-12%
ATXN2 expr inh,4%,2%,5%,-8%,-20%
A549 viability,0%,0%,3%,0%,0%
S2 tox,i,i,i,i,i

# Brought forward from above: three entries, followed by the next part.
3) Fc1ccc(Oc2nccc(-c3ccc(Cl)cc3)n2)cc1
4) COc1ccc(S(=O)(=O)N(C)c2ccc(C(=O)Nc3ccccc3C(=O)N3CCOCC3)cc2)cc1OC
5) COc1ccc(-c2[nH]ncc2CN2CCC(OCc3cccnc3)CC2)c(F)c1
6) Cc1ccc(NC(=O)C2CCN(S(=O)(=O)c3cccc4nonc34)CC2)c(Cl)c1
7) CCn1nc(CC(C)C)cc1C(=O)N1CCCC(Nc2ccc(OC)cc2)C1 (stereo not drawn)
8) Cc1nc(NS(=O)(=O)c2ccccc2)sc1NC(=O)Nc1ccccc1
9) CC(C)C[C@H]1CN(CCCC[C@H]2CNC(=O)C(=O)N2CCC2CCCCC2)C(=O)C(=O)N1CCc1ccccc1
10) CC(C)c1ccc(S(=O)(=O)N2CCN(CC(O)CN3CCOCC3)CC2)cc1 (stereo not drawn)
screen / no.,3,4,5,6,7,8,9,10
Nrf2 ARE act,-1.1%,-0.1%,0.4%,0.0%,-0.4%,0.0%[9.22 µM],1.5%,-0.2%
IL2 activator,-0.1,-5.6,-0.8,x,-4.3,-1.0,0.4,0.0
EPAC2 agonist,10%,19%,8%,x,8%,1%,0%,-3%
TGFb inhibitor,u,-7%,-5%,-4%,1%,-14%,x,2%
HepG2 tox,-19%,-28%,-5%,8%,3%,1%,x,-4%
Nrf2 block,x,4%,-12%,0%,0%,-10%,x,8%
ATXN2 expr inh,5%,-8%,-20%,-8%,0%,-3%,16%,5%
A549 viability,3%,0%,0%,-3%,-5%,2%,x,-1%
S2 tox,i,i,i,i,i,i,i,i

11) CCN(CC)c1ccc(/C=C/C(=O)c2ccc(Br)cc2)cc1
12) COc1ccc(N(CC(=O)O)S(=O)(=O)c2c(C)n[nH]c2C)cc1
13) CN1CCN(c2ncnc3c2ncn3[C@H]2CN(Cc3ccncc3)C[C@@H](CO)O2)CC1
14) Cc1ccc(S(=O)(=O)N2CCN(C(=O)CCN3C(=O)c4ccccc4C3=O)CC2)cc1C
15) COc1ccc(Cl)cc1C(=O)NCCCN1CCOCC1
screen / no.,11,12,13,14,15
Nrf2 ARE act,0.6%,-0.4%,0.5%,-0.9%,-0.4%
IL2 activator,u,-1.3,-0.6,-2.3,4.1
EPAC2 agonist,100µM*,3%,9%,21%,-2%
TGFb inhibitor,220%[activator],1%,-4%,11%,3%
HepG2 tox,-23%,-13%,-2%,7%,0%
Nrf2 block,-15%,3%,x,-9%,4%
ATXN2 expr inh,7%,3%,4%,-15%,6%
A549 viability,14%,-4%,x,0%,0%
S2 tox,u,i,i,i,u

16) COC(=O)C(C)Oc1ccc(=O)[nH]n1 (stereo not drawn)
17) Nc1nonc1C(=O)N/N=C/c1cccc([N+](=O)[O-])c1
18) COc1cccc(CN2CCN(Cc3ccc(C#CC(C)(C)O)s3)CC2CCO)c1 (stereo not drawn)
19) O=C(Nc1cccc(C(F)(F)F)c1)C1Cc2c(-c3ccc(Cl)cc3)ccnc2O1 (stereo not drawn)
20) Nc1c(-c2ccccc2)cnc2c(-c3ccccc3)cnn12
screen / no.,16,17,18,19,20
Nrf2 ARE act,1.5%,u,0.7%,0.1%,-1.8%
IL2 activator,-0.1,2.1,1.0,-0.3,-0.5
EPAC2 agonist,-20%,5%,-3%,-5%,-6%
TGFb inhibitor,-3%,-13%,-14%,8.9µM*,-10%
HepG2 tox,1%,-4%,3%,-62%,-31%
Nrf2 block,-10%,10%,u,x,u
ATXN2 expr inh,4%,-18%,u,-28%,x
A549 viability,-1%,0%,-5%,x,10%
S2 tox,i,i,i,u,i

21) OC(COCc1ccccc1F)CN1CCCCC1 (stereo not drawn)
22) Cc1ccccc1C(=O)N(C)[C@H]1C[C@H]2c3[nH]c4ccccc4c3CCN2C[C@H]1[C@H](C)O
23) CCCCn1c(N)c(N(CC(C)C)C(=O)CCN2C(=O)C3CC=CCC3C2=O)c(=O)[nH]c1=O (stereo not drawn)
24) COCCN(C(=O)Cn1c(C(F)(F)F)nc2ccccc21)c1c(N)n(Cc2ccccc2)c(=O)[nH]c1=O
25) CCOc1ccccc1N1CCN(CC(=O)N(C)CC(=O)Nc2ccccc2CC)CC1
screen / no.,21,22,23,24,25
Nrf2 ARE act,3.8%,8.0%,-0.7%,-0.2%,-0.7%
IL2 activator,-0.4,-0.3,1.3,3.7,-3.4
EPAC2 agonist,13%,-3%,12%,1%,9%
TGFb inhibitor,1%,u,19%,-9%,-7%
HepG2 tox,-17%,1%,-19%,3%,-72%
Nrf2 block,u,x,x,4%,x
ATXN2 expr inh,-3%,9%,x,1%,x
A549 viability,7%,x,x,-2%,x
S2 tox,i,i,i,i,i

26) CCOC(=O)c1cc2cc(OCc3ccccc3)ccc2nc1C
27) CCCOc1ccc(C2(C(=O)O)CCCC2)cc1
28) N#CCC(=O)Nc1ccc(C(=O)OC(C(=O)Nc2cc(C(F)(F)F)ccc2Cl)c2ccccc2)cc1 (stereo not drawn)
29) Clc1ccc(CNc2ncnc3nc[nH]c23)cc1
30) C/C(=C\c1ccco1)C1C(C#N)=C(N)OC2=C1C(=O)CC(C)(C)C2 (stereo not drawn)
screen / no.,26,27,28,29,30
Nrf2 ARE act,0.1%,0.2%,6.7%,x,15%
IL2 activator,-3.8,-1.7,1.4,x,-1.0
EPAC2 agonist,4%,7%,-10%,x,0%
TGFb inhibitor,-12%,-6%,u,11%&19%,u
HepG2 tox,-26%,-5%,-60%,-2%&22%,-7%
Nrf2 block,-14%,12%,u,0%,0%
ATXN2 expr inh,1%,1%,u,x,6%
A549 viability,11%,x,5%,u,-4%
S2 tox,i,u,i,x,i

31) Cc1ccc(C)c(Cn2cnc3c(oc4ccccc43)c2=O)c1
32) COc1ccc(/C=C/C(=O)N2CCC(c3nc4ccccc4o3)CC2)cc1
33) O=C(CSc1cccc2cccnc12)N/N=C/c1cccc(O)c1
34) COc1ccc(C(C)(C)C)cc1S(=O)(=O)NCC1CCCO1 (stereo not drawn)
35) NC(c1ccccc1)c1csc(NC(=O)NCC2CCCCC2)n1 (stereo not drawn)
screen / no.,31,32,33,34,35
Nrf2 ARE act,-0.4%,0.0%,-1.0%,-0.5%,-0.2%[9.22 µM]
IL2 activator,-3.3,x,0.0,0.3,0.0
EPAC2 agonist,0%,x,5%,1%,-1%
TGFb inhibitor,11%,0%,-14%,-4%,-14%
HepG2 tox,-15%,-18%,-6%,0%,-47%
Nrf2 block,u,u,0%,-3%,x
ATXN2 expr inh,20%,x,x,-13%,-15%
A549 viability,10%,0%,10%,3%,x
S2 tox,i,x,u,i,u

36) CC(=O)N1CCc2cc(S(=O)(=O)NC(Cc3ccccc3)C(=O)Nc3cc(C)cc(C)c3)ccc21 (stereo not drawn)
37) COc1cc(CNc2ncn[nH]2)ccc1OCc1ccccc1C
38) Cc1ccc(S(=O)(=O)N(CC(=O)N2CCOCC2)c2ccc(C(C)C)cc2)cc1
39) O=C(CSc1ccc(Br)cc1)NCC1CCCO1 (stereo not drawn)
40) O=C(CCN1C(=O)C2C3C=CC(C3)C2C1=O)N1CCN(c2ccc(F)cc2)CC1 (stereo not drawn)
screen / no.,36,37,38,39,40
Nrf2 ARE act,-0.6%,2.2%,0.1%,-0.8%,-0.5%
IL2 activator,x,-3.7,-1.1,-0.1,0.8
EPAC2 agonist,x,1%,1%,-1%,3%
TGFb inhibitor,u,6%,6%,-12%,6%
HepG2 tox,-14%,-9%,2%,2%,5%
Nrf2 block,-25%,u,-1%,20%,u
ATXN2 expr inh,u,3%[2.22 µM],6%,21%,0%
A549 viability,2%,2%,1%,3%,15%
S2 tox,i,i,i,i,i

41) CC(=O)NC1CC2CCCC(C1)N2C(=O)Nc1ccccc1C (stereo not drawn)
42) COc1ccc(S(=O)(=O)N(C)CC(=O)NCc2ccco2)cc1OC
43) CC(=O)N1c2ccc(S(=O)(=O)N3CCCC(C(=O)N4CCC(C)CC4)C3)cc2CC1C (stereo not drawn)
44) COc1ccc(C2CC(c3ccccc3)n3nnnc3N2)cc1 (stereo not drawn)
45) CCN(CC)C(=O)C(C)N(C#N)c1nc(C)cc(C)n1 (stereo not drawn)
screen / no.,41,42,43,44,45
Nrf2 ARE act,0.4%,0.8%,0.5%,0.4%,-0.2%
IL2 activator,1.0,0.6,-4.1,-1.6,-0.3
EPAC2 agonist,6%,6%,12%,10%,0%
TGFb inhibitor,18%,-8%,-23%,-1%,3%
HepG2 tox,6%,-16%,-18%,-28%,-4%
Nrf2 block,7%,-3%,21µM*,-8%,2%
ATXN2 expr inh,x,0%,-26%,0%,9%
A549 viability,11%,3%,-14%,4%,-3%
S2 tox,i,i,i,i,i

# Screens deposited in PubChem by National Center for Advancing Translational Sciences (NCATS).
